Source: PubChem BioAssay
KCNQ1 pot: potentiators or activators of human KCNQ1 potassium channel; P51787; CHO-K1 KCNQ1, thallium flux FluxOR fluorescence; hits give high values; 310,000 compounds, 0.35% hits; B-score at 10 µM;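 active = fluorescence ratio B-score, a plate-corrected score, at least three library SD, with initial intensity B-score within 5 SD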
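Doses: Single concentration per compound, DMSO matched to controls | Test system: KCNQ1-transfected CHO-K1 cells | Timing: 90 min dye loading and 20 min compound exposure, both at room temperature | Measured by: Kinetic FluxOR thallium fluorescence, 10-s 1-Hz baseline, 110-s post-stimulus read | Medium: Assay buffer with matched DMSO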
KCNK9 inh: blocks the human KCNK9 two-pore domain potassium channel. Q9NPC2. HEK293 KCNK9, FluxOR thallium flux fluorescence; hits give low values. 310,000 compounds, 1.2% hits. B-score at 10 µM;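 active = ratio B-score over 3 SD below the library mean, with starting fluorescence within 5 SD of its mean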;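 also: negative B-score means less thallium flux so channel inhibition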
ANO1 activ: mouse TMEM16A channel activation, primary screen; B-score at 10 µM; 340,000 compounds, 0.3% hits; HEK293 TMEM16A/YFP-H148Q/I152L, iodide quench fluorescence; hits give low values; Q8BHY3; AID 623877;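 active = fluorescence-ratio B-score plate-corrected deviation score at least 3 library SD below zero, with starting fluorescence score within 5 deviations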;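 also: channel opened by trigger with iodide after compound preincubation; score built on the fluorescence ratio of max minus min over baseline; more negative score means more quench and so TMEM16A activation or potentiation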
KCNK3 inh: human KCNK3 channel inhibition, primary screen; CHO-KCNK3 thallium flux, FluxOR fluorescence; hits give low values; 340,000 compounds, 0.84% hits; B-score at 10 µM; AID 602410;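 active = B-score under library mean minus 4 SD, starting fluorescence ratio at most library mean plus 5 SD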;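 also: more negative B-score means stronger inhibition of thallium flux through KCNK3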
Target sequence (O14649 whole entry, looked up): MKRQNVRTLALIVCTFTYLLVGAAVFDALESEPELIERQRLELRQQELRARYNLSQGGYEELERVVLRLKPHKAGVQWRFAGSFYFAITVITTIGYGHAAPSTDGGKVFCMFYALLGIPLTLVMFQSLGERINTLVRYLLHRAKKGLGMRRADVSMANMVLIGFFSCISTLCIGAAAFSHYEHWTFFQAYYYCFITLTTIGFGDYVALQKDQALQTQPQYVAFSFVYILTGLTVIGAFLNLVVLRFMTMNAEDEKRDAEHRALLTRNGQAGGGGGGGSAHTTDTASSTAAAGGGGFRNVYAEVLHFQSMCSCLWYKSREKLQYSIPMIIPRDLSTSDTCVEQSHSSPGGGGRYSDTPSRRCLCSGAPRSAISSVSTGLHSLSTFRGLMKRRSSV
TRPC4 PAM: allosteric potentiators of mouse TRPC4 channel | Q9QUQ5 | HEK293 TRPC4beta/mu-opioid, DAMGO EC20, Fluo-4 Ca2+ flux; hits give high values | B-score at 10 µM | 310,000 compounds, 0.42% hits | AID 2227;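 active = B-score of calcium response area above 5 SD of library B-scores, with initial fluorescence ratio within 5 SD of library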;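 also: B-score of integrated fluorescence ratio over time as area under calcium response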
hERG rescue: compounds protecting human hERG from proarrhythmic drug block; Q12809; CHO-hERG, FluxOR thallium flux, dofetilide IC70 present; activation (rescue from dofetilide block), less the hit threshold, % at 10 µM; 310,000 compounds, 0.51% hits;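 active = activation above the mean of controls blocked by dofetilide plus 5 SD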;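 also: thallium influx through hERG after potassium depolarization seen as dye fluorescence rise; in these data hits start at about 4.7%; inactives centre near -7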
Dyrk1A ADPGlo: Dyrk1A (rat) kinase inhibition; Q63470; ADP-Glo luminescence, NFATc1 peptide; inhibition, % at 12.5 µM; 310,000 compounds, 0.43% hits; AID 504441; in the data active = inhibition above about 50%;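 also: plate controls were vehicle with enzyme for no effect and no enzyme for full effect; many of its hits are not listed in these tables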
TMEM16A inh: mouse TMEM16A channel inhibition, primary screen | HEK293 TMEM16A/YFP iodide influx fluorescence, ionomycin | normalized B-score (activity score, 25-100; higher = stronger inhibition) at 10 µM | 310,000 compounds, 1.2% hits | AID 588511;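 active = ratio plate-corrected score three or more library SD toward inhibition, starting fluorescence score within five deviations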;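 also: score derived from kinetic fluorescence span divided by baseline fluorescence per well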
KCNQ1 inh: blocks the human KCNQ1 potassium channel; P51787; CHO-K1 KCNQ1, FluxOR thallium flux fluorescence; hits give high values; B-score at 10 µM; 310,000 compounds, 1.3% hits;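 active = compounds whose thallium flux B-score, printed positive for inhibition, exceeds three library SD while starting fluorescence stays within three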;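 also: channel opened by potassium depolarization with thallium stimulus after 20 min compound exposure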
HDAC3 inh: inhibitors of human histone deacetylase 3 | O15379 | recombinant HDAC3, fluorogenic peptide/trypsin coupled, fluorescence | inhibition, % at 8.3 µM | 320,000 compounds, 0.15% hits; in the data active = inhibition above about 26%, passing the limit was not always enough
Target sequence (O15379 whole entry, looked up): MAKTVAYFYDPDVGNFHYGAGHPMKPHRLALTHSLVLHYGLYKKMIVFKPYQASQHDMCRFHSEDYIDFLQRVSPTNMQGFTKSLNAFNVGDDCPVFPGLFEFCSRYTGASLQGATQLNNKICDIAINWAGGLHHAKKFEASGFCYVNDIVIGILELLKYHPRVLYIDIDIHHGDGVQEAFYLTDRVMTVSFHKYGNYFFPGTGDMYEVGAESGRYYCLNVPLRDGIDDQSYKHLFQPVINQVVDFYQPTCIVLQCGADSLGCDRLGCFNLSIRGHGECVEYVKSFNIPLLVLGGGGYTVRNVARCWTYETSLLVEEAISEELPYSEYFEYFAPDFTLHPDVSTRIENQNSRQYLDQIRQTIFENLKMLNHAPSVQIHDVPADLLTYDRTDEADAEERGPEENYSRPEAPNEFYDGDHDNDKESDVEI
TRPC4 agonist: opens the mouse TRPC4 cation channel; Q9QUQ5; HEK293 TRPC4beta/mu-opioid, Fluo4 calcium fluorescence; hits give high values; B-score at 10 µM; 310,000 compounds, 0.49% hits; AID 2237;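 active = B-score above 5 SD of library B-scores, and initial fluorescence ratio not above library mean plus 5 SD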;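 also: positive B-score marks a calcium rise read as TRPC4 activation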
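Assay system: HEK293 stable line with TRPC4beta plus mu-opioid receptor. Times: dye 45 min RT, read 110 s. Measured by: kinetic Fluo4 calcium fluorescence. Measure: B score of integrated ratio. Controls: assay buffer as low control, maximal DAMGO as high control.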
* marks the source's active call; other numbers are inactive results; i = inactive; . = not tested or not shown. Some of the compounds tested (hit frequency here may not be typical).

SMILES	KCNQ1 pot	KCNK9 inh	ANO1 activ	KCNK3 inh	TRPC4 PAM	hERG rescue	Dyrk1A ADPGlo	TMEM16A inh	KCNQ1 inh	HDAC3 inh	TRPC4 agonist
O=C1Nc2ccccc2/C1=N/c1sc2c(c1C(=O)NCCc1ccccc1)CCCC2	i	i	i	i	i	-5	1	i	i	2	i
CN(C(=O)COC(=O)c1ccc2c(c1)NC(=O)CS2)C1CCS(=O)(=O)C1 (stereo not drawn)	i	i	i	i	i	-7	-8	i	i	-1	i
CC1CCCC(NC(=O)C2CCN(C(=O)Nc3ccccc3)CC2)C1C (stereo not drawn)	i	i	i	i	i	-17	12	i	i	5	i
COc1ccc(-c2cc(C)no2)cc1S(=O)(=O)N1CCN(c2ccc([N+](=O)[O-])cc2)CC1	i	i	i	i	i	-11	.	i	i	6	i
Cc1cccc(S(=O)Cc2ccc(C(=O)N3CCOCC3)o2)c1 (stereo not drawn)	i	i	i	i	i	-9	.	i	i	-3	i
CCN1CCCC(CO)(Cc2ccccc2)C1 (stereo not drawn)	i	i	i	i	i	-4	-7	i	i	-10	i
C/C(=N\NC(=O)c1ccc2c(c1)OCO2)c1ccc(C(=O)O)s1	i	i	i	i	i	-12	-4	i	i	5	i
CCOc1ccc(-c2c(C(=O)N/N=C/c3c[nH]c4ccccc34)nnn2-c2nonc2N)cc1	i	i	i	i	i	-6	3	i	i	-5	i
COc1ccccc1NC(=O)C(C)OC(=O)CCC1CCCCC1 (stereo not drawn)	i	i	i	-8.9*	i	-16	4	i	i	6	i
Cc1c(Nc2ncnc3nc[nH]c23)c(=O)n(-c2ccccc2)n1C	i	i	i	i	i	-8	1	i	i	8	i

Already shown: an excerpt of the list.
SMILES	KCNQ1 pot	KCNK9 inh	ANO1 activ	KCNK3 inh	TRPC4 PAM	hERG rescue	Dyrk1A ADPGlo	TMEM16A inh	KCNQ1 inh	HDAC3 inh	TRPC4 agonist
COc1ccccc1NC(=O)C(C)OC(=O)CCC1CCCCC1 (stereo not drawn)	i	i	i	-8.9*	i	-16	4	i	i	6	i
Cc1c(Nc2ncnc3nc[nH]c23)c(=O)n(-c2ccccc2)n1C	i	i	i	i	i	-8	1	i	i	8	i

More records.
SMILES	KCNQ1 pot	KCNK9 inh	ANO1 activ	KCNK3 inh	TRPC4 PAM	hERG rescue	Dyrk1A ADPGlo	TMEM16A inh	KCNQ1 inh	HDAC3 inh	TRPC4 agonist
O=C(O)c1cc(NS(=O)(=O)c2cccc3nsnc23)cc(C(=O)O)c1	i	i	i	i	i	-6	2	i	i	-11	i
CCOC(=O)C1=C(C)NC(SCC(=O)O)=NC1c1ccccc1 (stereo not drawn)	i	i	.	.	i	-16	.	i	i	2	i
COc1cc(C(C)=O)ccc1OCC(O)CN1CCN(S(=O)(=O)c2ccccc2)CC1 (stereo not drawn)	i	i	i	i	i	-9	7	i	i	0	i
COc1ccc(-c2[nH]ncc2CNC(C)c2ccccc2Cl)cc1F (stereo not drawn)	i	i	i	i	i	-8	0	i	i	-5	i
COc1ccc(NC(=O)CN2C(=O)NC(c3ccccc3)(c3ccccc3)C2=O)cc1	i	i	i	i	i	-6	-6	i	i	5	i
CC(=O)c1ccc(NC(=O)C(Cc2ccccc2)NC(=O)c2ccco2)cc1 (stereo not drawn)	i	i	i	i	i	-5	8	i	i	1	i
CN(C(=O)c1cccc(C#N)c1)c1nnc(C2CCOC2)s1 (stereo not drawn)	i	i	i	i	i	-8	-9	i	i	-6	i
CCCn1nnc(NC(=O)c2ccccc2Br)n1	i	i	i	i	i	2	-4	i	i	11	i
CCOC(=O)c1ccc2nc(Nc3nc4ccc(F)cc4s3)sc2c1	i	i	i	i	i	-5	-1	i	i	-5	i
O=C(COc1cccc2ccccc12)N/N=C/c1ccco1	i	i	i	i	i	-12	-4	i	i	-1	i
O=C(O)c1ccccc1NS(=O)(=O)c1ccccc1C(F)(F)F	i	i	i	i	i	-6	-2	i	i	2	i
NC(=O)c1ccc[n+](CC(=O)c2ccc(NC(=O)c3ccccc3)cc2)c1	i	i	i	i	i	-2	0	i	i	-4	i
CC(C)(C)C(=O)Nc1ccc2oc(-c3cc(F)c(F)cc3Cl)nc2c1	i	i	i	i	i	-2	-7	i	i	-12	i
C/C=C/c1ccc(OCC(=O)OCC)c(OC)c1	i	i	i	i	i	-15	0	i	i	0	i
Clc1ccc(Oc2cccc(/C=N/n3cnnc3)c2)cc1	i	i	i	i	i	-10	-2	i	i	0	i
COc1ccc(CCN2CC(C(=O)NCc3c(C)n[nH]c3C)CCC2=O)cc1 (stereo not drawn)	i	i	i	i	i	-1	-4	i	i	6	i
CCc1ccccc1NC(=O)/C(=C/c1ccccc1)c1ccccc1	i	-8.9*	i	i	i	-11	3	i	i	6	i
CCN(CC)CC(C)CNC(=O)CC(C(=O)N1CCc2ccccc21)n1ccnc1 (stereo not drawn)	i	i	i	i	i	-8	2	i	i	-5	i
CCCc1cc(=O)[nH]c(SCC(=O)c2cc(C)n(C3CC3)c2C)n1	i	i	i	i	i	-11	4	i	i	-7	i
O=C(O)c1cccnc1SC1CC(=O)N(CCc2ccccc2)C1=O (stereo not drawn)	i	i	i	i	i	-9	1	i	i	-6	i
C=CCOC(=O)/C(=C/c1ccco1)NC(=O)/C=C/c1ccccc1	i	i	i	i	i	-8	13	i	i	3	i
CCc1cccc(C)c1NC(=O)CNCc1ccccc1	i	i	i	i	i	-5	2	i	i	-3	i
O=c1[nH]c(/C(Cl)=C/c2c(F)cccc2Cl)nc2cc(Cl)ccc12	i	i	i	i	i	-1	8	i	i	-3	i
O=C(CCCc1nc2ccccc2s1)NC(c1ccccc1)c1ccccc1	i	i	i	i	i	-3	-1	i	i	4	i
Cc1ccc2nc(/C(C#N)=C\c3ccc([N+](=O)[O-])o3)[nH]c2c1	i	i	i	i	i	-5	0	i	i	-3	i
COc1ccccc1/C=C/C(=O)NC(=S)N(C)C1CCCCC1	i	i	i	i	i	-4	3	i	i	6	i
CCn1c(CCCc2ccc(OC)c(C)c2)n[nH]c1=S	i	i	i	i	i	-6	11	i	i	1	i
COc1ccc(NC2=NC(C)(CO)CS2)cc1 (stereo not drawn)	i	i	i	i	i	-2	-2	i	i	-8	i
COc1ccccc1C(=O)NC(=O)COc1ccc([N+](=O)[O-])cc1	i	i	i	i	i	-11	-5	i	i	5	i
O=C(CCn1cnc2ccccc21)N/N=C/c1ccc(O)cc1	i	i	i	i	i	-8	15	i	i	16	i
COc1ccc(Cl)cc1NC(=O)CN1CCCC1	i	i	i	i	i	-5	-5	i	i	-1	i
Cc1cc(C)n2nc(C(=O)N/N=C/c3ccccc3Cl)nc2n1	i	i	i	i	i	-14	.	i	i	2	i
COc1cccc(C(C(=O)NC2CCCC2)N(Cc2cccnc2)C(=O)Cc2cccs2)c1 (stereo not drawn)	i	i	i	i	i	-8	-5	i	i	-2	i
CCOC(=O)C(C(=O)OCC)=C1OC(=O)c2ccccc21	i	i	i	i	i	-11	-10	i	i	-14	i
COc1ccc(C2=NN(C(=O)c3cccs3)C(c3ccccc3O)C2)cc1 (stereo not drawn)	i	i	i	i	i	-7	-18	i	i	-1	i
CCc1ccc2[nH]c3nc(N/N=C/c4ccc(O)cc4O)nnc3c2c1	i	i	i	i	i	-12	0	i	i	-8	i
CCOC(=O)CC1=NS(=O)(=O)c2ccccc2N1	i	i	i	i	i	-1	1	i	i	-9	i
N#Cc1c(N)nc(SCC(=O)OCc2ccccc2)c(C#N)c1-c1ccco1	i	i	i	-11*	i	-8	-4	i	i	9	i
O=C1CCC(C(=O)N2CCCC(C(=O)c3ccc4c5c(cccc35)CC4)C2)=NN1 (stereo not drawn)	i	i	i	i	i	0	1	i	i	0	i
Cc1ccc(N2CC(c3nc4ccccc4n3C)CC2=O)cc1 (stereo not drawn)	i	i	i	i	i	-6	.	i	i	3	i
C/C(=C1\SC(N2CCOCC2)=NC1=O)c1ccccc1	i	i	i	i	i	-13	-6	i	i	3	i
Cc1ccc(SCCN2CCC(O)CCC2=O)cc1 (stereo not drawn)	i	i	i	i	i	-7	.	i	i	-12	i
CC(Nc1ncnc2ccccc12)c1ccccc1 (stereo not drawn)	i	i	i	i	i	-18	6	i	6*	-3	i
COc1cc(CC(=O)Nc2ccccc2N2CCCCC2)cc(OC)c1OC	i	i	i	i	i	-12	-2	i	i	-1	i
COc1ccc(C(C[N+](=O)[O-])n2nc(C)cc2C)cc1 (stereo not drawn)	i	i	i	i	i	-22	-5	i	i	1	i
Cn1cccc1/C=N/NC(=O)c1cc(-c2cccs2)nc2ccccc12	i	i	i	i	i	-9	2	i	i	2	i
CNC(=O)c1cc2c(-c3ccccc3)nn(C)c2s1	i	i	i	i	i	-11	9	i	i	-12	i
Cc1ccccc1NC(=S)NC(NC(=O)COc1ccccc1)C(Cl)(Cl)Cl (stereo not drawn)	i	i	i	i	i	-7	-5	i	i	-2	i
O=[N+]([O-])c1cccnc1N1CCCCC1	i	i	i	i	i	-9	-2	i	i	6	i
CCOC(=O)N1CCN(C(=O)/C=C/c2ccc(C(C)(C)C)cc2)CC1	i	i	i	i	i	-10	.	i	i	6	i
COc1ccc(N2CCN(Cc3cc(OC)c(O)c([N+](=O)[O-])c3)CC2)cc1	i	i	i	i	i	2	-5	i	i	-8	i

Among those listed so far, these contain a tert-butyl group.
SMILES	KCNQ1 pot	KCNK9 inh	ANO1 activ	KCNK3 inh	TRPC4 PAM	hERG rescue	Dyrk1A ADPGlo	TMEM16A inh	KCNQ1 inh	HDAC3 inh	TRPC4 agonist
CC(C)(C)C(=O)Nc1ccc2oc(-c3cc(F)c(F)cc3Cl)nc2c1	i	i	i	i	i	-2	-7	i	i	-12	i
CCOC(=O)N1CCN(C(=O)/C=C/c2ccc(C(C)(C)C)cc2)CC1	i	i	i	i	i	-10	.	i	i	6	i
